Bioassay records deposited in PubChem BioAssay by National Center for Advancing Translational Sciences (NCATS).
KDM5B inhibitor = blocks human KDM5B histone demethylase activity. Q9UGL1. KDM5B demethylase, FDH-coupled NADH fluorescence (FDH is formaldehyde dehydrogenase). Potency, µM (titrated, usually from 57.7 µM), for inactives: at the top dose activity change, negative = inhibition, usual class: inhibitors. 220,000 tested, 2.6% active. AID 1347165; active = well fitted inhibition curve with a large enough effect; inconclusive = small, poorly fitted or top-dose-only effect; inactive = no such curve, though single readings can be large or run the other way; also: 0% is about no effect; nearly all actives have a fitted effect of over 70% in size
Target sequence (Q9UGL1 whole entry, looked up): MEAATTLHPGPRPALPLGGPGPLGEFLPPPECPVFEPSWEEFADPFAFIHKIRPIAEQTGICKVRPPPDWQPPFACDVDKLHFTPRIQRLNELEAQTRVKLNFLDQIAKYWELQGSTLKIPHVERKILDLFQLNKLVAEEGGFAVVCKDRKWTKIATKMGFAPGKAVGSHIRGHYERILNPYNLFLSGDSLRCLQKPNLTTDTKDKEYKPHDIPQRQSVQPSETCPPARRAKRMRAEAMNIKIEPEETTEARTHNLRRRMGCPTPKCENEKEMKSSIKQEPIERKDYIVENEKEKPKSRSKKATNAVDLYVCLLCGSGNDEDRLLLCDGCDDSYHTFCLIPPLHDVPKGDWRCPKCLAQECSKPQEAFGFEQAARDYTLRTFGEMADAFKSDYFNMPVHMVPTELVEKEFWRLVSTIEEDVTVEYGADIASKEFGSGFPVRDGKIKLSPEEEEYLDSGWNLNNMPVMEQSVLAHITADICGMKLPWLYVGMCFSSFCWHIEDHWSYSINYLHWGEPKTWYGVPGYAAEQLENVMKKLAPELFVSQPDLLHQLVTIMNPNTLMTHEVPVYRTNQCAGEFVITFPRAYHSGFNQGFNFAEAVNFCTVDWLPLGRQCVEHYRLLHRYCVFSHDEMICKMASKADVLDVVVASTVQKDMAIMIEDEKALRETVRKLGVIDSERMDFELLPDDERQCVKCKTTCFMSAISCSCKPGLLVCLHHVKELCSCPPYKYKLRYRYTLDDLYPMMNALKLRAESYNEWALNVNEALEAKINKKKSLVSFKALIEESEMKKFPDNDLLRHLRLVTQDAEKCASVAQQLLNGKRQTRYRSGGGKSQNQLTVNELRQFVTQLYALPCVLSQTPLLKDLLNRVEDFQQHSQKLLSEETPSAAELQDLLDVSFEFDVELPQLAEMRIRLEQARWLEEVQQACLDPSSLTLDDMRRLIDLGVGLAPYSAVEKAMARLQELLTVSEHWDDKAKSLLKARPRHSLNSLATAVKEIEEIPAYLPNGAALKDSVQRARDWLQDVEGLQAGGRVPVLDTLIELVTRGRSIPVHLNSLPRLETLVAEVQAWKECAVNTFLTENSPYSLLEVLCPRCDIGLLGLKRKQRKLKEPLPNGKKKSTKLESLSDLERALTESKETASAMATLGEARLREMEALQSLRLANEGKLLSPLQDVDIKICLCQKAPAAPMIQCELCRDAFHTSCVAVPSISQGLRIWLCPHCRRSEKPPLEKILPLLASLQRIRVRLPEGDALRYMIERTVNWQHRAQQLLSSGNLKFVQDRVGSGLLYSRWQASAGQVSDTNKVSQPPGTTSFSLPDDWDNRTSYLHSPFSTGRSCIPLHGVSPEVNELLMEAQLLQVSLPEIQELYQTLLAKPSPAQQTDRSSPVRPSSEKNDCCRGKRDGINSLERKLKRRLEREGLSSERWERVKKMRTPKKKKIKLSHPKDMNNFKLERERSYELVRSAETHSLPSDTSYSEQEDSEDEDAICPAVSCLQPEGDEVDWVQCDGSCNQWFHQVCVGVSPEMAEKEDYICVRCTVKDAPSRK
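Compound dilutions met 200 nM (final) KDM5BΔAP for 10 min at room temperature before substrate addition. The substrate mix held 12.5 µM H3K4me3 with cofactors 25 µM α-ketoglutarate and 50 µM Fe²⁺. NADH signal gain over 30 min defined activity.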
Active calls of the source: *; i = inactive; ? = inconclusive; & = joins results of further samples; [ ] = another dose, or the depositor's remark. Potency is read from the fitted curve at half-maximal effect.

Structure | KDM5B inhibitor
O=[N+]([O-])c1ccc(C(O)CSC(=S)N2CCCCC2)cc1 (stereo unspecified) | -5%
COc1ccccc1OCc1cc(C(=O)NCc2n[nH]c3c2CCC3)n[nH]1 | -17%
CCC(=C/c1ccccc1)/C=N/O | 20%
O=C(Cc1ccccc1Cl)N1CCC(c2n[nH]c(=O)n2Cc2ccc(F)cc2)CC1 | 31%
CC(C)C(Br)C(=O)Nc1ccccc1F (stereo unspecified) | 4%
Cc1ccc(S(=O)(=O)c2nnn3c2nc(NC(C)C)c2cc(Cl)ccc23)cc1C | -3%
CN(/N=C/c1ccc(O)cc1O)c1ncc(C(F)(F)F)cc1Cl | ?
O=C(/C=C/c1ccccc1)N1CCN(Cc2cc(=O)n3nc(-c4ccccc4Cl)sc3n2)CC1 | -8%
CCOc1ccccc1NC(=O)C(Cc1ccccc1)NS(=O)(=O)c1ccc(Br)s1 (stereo unspecified) | ?
CC(C)(C)NC(=O)CC1(C(=O)N2CCC(c3c[nH]c4ccccc34)CC2)CCCC1 | 25%
O=C(Nc1ccc2[nH]c(=O)[nH]c2c1)C(Cc1ccccc1)n1cnnn1 (stereo unspecified) | -30%
CCOc1ccccc1CN1CCN(c2nccc(OC)n2)CC1CCO (stereo unspecified) | ?
Cc1ccc(C(=O)N2CCC(N3CCCNC3=O)CC2)cc1 | 15%&-5%[86.2 µM]
CCSCc1ccc(C(=O)O)cc1 | -5%
O=C(O)/C(=C\c1ccccc1)c1ccc2ccccc2c1 | -10%
Cc1cc(C)c(NC(=O)COC(=O)c2cccc(O)c2)c(Cl)c1 | -7%
COc1cccc(-c2noc(CC3CCN(C(=O)c4ccc(C)cc4)CC3)n2)c1 | -13%
CCCc1[nH]nc2c1C(c1ccccc1)C(C#N)=C(N)O2 (stereo unspecified) | -13%&-36%
Cc1ccccc1NC(=O)c1cnc2sc(N3CCCC3)nn2c1=O | 4%
COc1ccc(C(CC(=O)NCc2cccnc2)Sc2n[nH]c(-c3ccc(F)cc3)n2)cc1 (stereo unspecified) | 6%
COCCNC(=O)[C@@H]1C[C@@H](O)CN1C1CCN(C(=O)c2ccc3ccccc3n2)CC1 | -34%
CC1(C)CC(NC(=O)Nc2ccc(OC(F)F)cc2)CC(C)(C)N1 | 3%
O=C(CN1C2=NCCN2c2ccccc21)c1cccc(Br)c1 | -5%
Fc1ccc(NC(=S)NCCC2=CCCCC2)cc1 | 21%
CCCOc1ccc(C(=O)N2CCCCC2CCN2CCOCC2)cc1 (stereo unspecified) | 15%

Structure | KDM5B inhibitor
CCOc1ccccc1C(=O)N1CCC(Oc2ncccc2C(=O)N(C)C)C1 (stereo unspecified) | -1%
CN(C)C1=C(C(=O)Nc2ccc(F)cc2)S(=O)(=O)c2ccccc21 | 7%
Cc1ccc(S(=O)(=O)NC[C@H]2O[C@@H](CC(=O)N3CCN(c4ccccc4)CC3)[C@H](O)[C@@H]2O)cc1 | 24%
Cc1cc(C)cc(OCC(=O)Nc2ccc(-c3nc4ccccc4s3)cc2)c1 | ?
COc1ccc(N(C(=O)c2snc(C(N)=O)c2N)C(C(=O)NC2CCCCC2)c2ccc(C)o2)c(OC)c1 (stereo unspecified) | -1%
C=CCNC(=O)c1cc(-c2ccccc2C)nc2ccccc12 | 8%
COc1ccccc1CNC(=O)CS(=O)(=O)Cc1nc(-c2ccccc2C)oc1C | 74%&78%[activator]
NC(=O)C1CCN(C(=O)Nc2csc3ccccc23)CC1 | 21%
CO[C@H]1C(=O)N(C2CCN(C(=O)c3cc4ccccc4[nH]3)CC2)[C@H]1c1ccncc1 | -19%
CCN(C(=O)c1nn(-c2ccc(OC)c(Cl)c2)c(=O)c2c1c1ccccc1n2C)c1cc(OC)ccc1OC | -14%
O=C(c1cccc(Cl)c1)N1CCC2(CC1)NC(=O)N(c1ccccc1Cl)N2 | -1%
CNC(=O)[C@@H]1CN(C(=O)CCc2ccccc2OC)C[C@H]1c1n[nH]c(C)n1 | 5%
O=C(Nc1ccc(-c2ccc(Cl)cc2)cc1)c1ccncc1 | -12%
C=CCNC(=O)NC(=O)CN(C)CC(=O)Nc1ccccc1C(F)(F)F | 10%
CN(C)c1ccc(/C=N/NC(=O)C(c2ccccc2)c2ccccc2)cc1 | ?
CCc1nc2c(c(-c3ccc(Cl)cc3)n1)CN(C(=O)OC)CC2 | ?
CCCN1CCN(c2cc(C(=O)O)c3cc(NC(=O)c4ccccc4C)ccc3n2)CC1 | ?
c1ccc(-c2cn3c(n2)CO[C@@H](CNCC2CCCCC2)C3)cc1 | 23%[86.2 µM]
COc1ccc(C(=O)NC[C@H]2Cn3ccnc3CO2)cc1 | 1%[115 µM]
Cc1oc(-c2nc(C#N)c(NCc3ccccc3)o2)cc1S(=O)(=O)N1CCOCC1 | ?
CC(=O)NC1(C)CCN(Cc2ccc(-c3ccc(Oc4ccccc4)cc3)cc2)C1 (stereo unspecified) | ?
CC(=O)N1CCC2(CC1)SCC(=O)N2c1ccc(F)cc1 | 5%
CCN(CC)C(=O)Cn1cc(C(=O)N2CCCC2c2nc3ccccc3s2)nn1 (stereo unspecified) | -3%
O=S(=O)(NCc1nc2cccnc2n1Cc1ccccc1)c1ccc2c(c1)CCCC2 | -12%
O=C(CCc1ncc(-c2c(F)cccc2F)o1)Nc1ccc(Br)cc1 | 13%

Structure | KDM5B inhibitor
CC(C)C(=O)N1c2ccccc2NC2=C(C(=O)CC(C)(C)C2)C1c1ccccc1 (stereo unspecified) | -2%
Cc1ccc(NC(=O)CSc2nnc3[nH]c(=O)cc(-c4ccccc4)n23)cc1Cl | ?
CCCCCCCCCCCC(=O)N/N=C/C1CCCCC1 | -2%
COC(=O)c1nc(-c2ccc(F)cc2)no1 | -8%
CCN(CC(=O)Nc1ccc(Br)cc1)C(=O)Cc1cccc(F)c1 | -1%
CC1=CCCC(C)(C)C1/C=C/C(C)=N\Nc1cc(C(F)(F)F)ccc1Cl (stereo unspecified) | -19%
CCS(=O)(=O)N1CCC2(CCCN(C3CCOCC3)C2=O)C1 (stereo unspecified) | -3%
O=C(COC(=O)c1csc(NCc2ccccc2)n1)NC1CCCC1 | 5%
CCc1nc2nc(C)cc(Nc3ccc(Br)cc3F)n2n1 | -5%
CCC(Oc1ccccc1)C(=O)Nc1ccc(S(=O)(=O)NCC(=O)c2ccccc2)cc1 (stereo unspecified) | -29%
CCOC(=O)c1cnc2ccc(Cl)cc2c1NCCN(C)C | ?
Cc1ccccc1OCCn1c(CCNC(=O)C(C)(C)C)nc2ccccc21 | -18%
COc1cccc(C(=O)N2CCCC(n3cc(-c4nc(C5CC5)no4)nn3)C2)c1 (stereo unspecified) | 14%
CCCCCOc1ccccc1Cn1c(=O)oc2ccc(C)cc21 | ?
O=C(NCC1CC1)C1CCCN(C(=O)Cc2c[nH]c3ccccc23)C1 (stereo unspecified) | -4%
Clc1cccc(-c2nc(CSc3ncn[nH]3)co2)c1 | -15%
COc1ccc(OCC(=O)NCc2ccco2)c(C(=O)O)c1 | -28%
C=CCNC(=O)CN(C)CC(=O)NC1CC1 | -14%
Cc1ccc(-c2cnc([C@@H]3COCCN3C(C)C)[nH]2)cc1 | -3%[115 µM]
Cc1ccc(-n2ncc3c(NCCCN(C)C)ncnc32)cc1Cl | ?
C[C@@H]1CN(c2cnc3ccccc3n2)CC[C@@]1(O)C1CCC1 | ?
Cc1cccc(C)c1NC(=O)Cn1c(=O)n(CCC(=O)NCc2ccccc2Cl)c(=O)c2sccc21 | 9%
O=C1CCCCC(Cc2cccnc2)(C(=O)NCC2CC2)N1 (stereo unspecified) | -29%
CC(NC(=O)C(c1ccccc1)C1CCCC1)C12CC3CC(CC(C3)C1)C2 (stereo unspecified) | -18%
COCCn1c(-n2nc(C)cc2C)nc2c1c(=O)n(CCc1ccccc1)c(=O)n2C | 13%

CCCC(=O)Nc1ccccc1NC(=O)c1ccc(C(C)(C)C)cc1
  KDM5B inhibitor: 8%
CCc1ccccc1NC(=O)CSc1nc2c(oc3ccccc32)c(=O)n1-c1ccccc1
  KDM5B inhibitor: -9%
CN1CCOc2c(C(=O)NCCc3cnc[nH]3)cc(-c3ccc(N4CCOCC4)cc3)cc21
  KDM5B inhibitor: ?
COC(=O)c1cccc(C(=O)NCC2CCC2)c1
  KDM5B inhibitor: 15%
O=C(c1ccc(N2CC[C@H](O)C2)nc1)N1CCC(Oc2cccnc2)CC1
  KDM5B inhibitor: ?
CCn1nc(C)cc1C(=O)NC1CC(C)(C)Cc2c1cnn2-c1cccc(F)c1 (stereo unspecified)
  KDM5B inhibitor: 17%
O=C(O)c1ccc[nH]c1=S
  KDM5B inhibitor: ?
Cc1ncc(CO)c(CN2CCC3(Cc4ccccc4CNC3=O)C2)c1O (stereo unspecified)
  KDM5B inhibitor: 79µM*
Cc1ccc(CN2CCC(CNC(=O)Nc3cn(CC(C)C)c(=O)c4ccccc34)C2)cc1 (stereo unspecified)
  KDM5B inhibitor: ?
COc1cc2c(cc1OC)CN(C(=O)c1sc3cccc(F)c3c1C)CC2
  KDM5B inhibitor: 20%
N#Cc1ccc(Oc2ccc(C(=O)OCC(=O)c3ccc(Cl)cc3)cc2)cc1C#N
  KDM5B inhibitor: 11%
CCOCc1nc(C2CCCN(C(=O)c3cccc(OC)c3)C2)no1 (stereo unspecified)
  KDM5B inhibitor: -7%
Cc1cccc(NCc2cc(C(C)(C)C)c(O)c(C(C)(C)C)c2)c1
  KDM5B inhibitor: ?
COCCNc1nc2c(c(=O)n(C)c(=O)n2C)n1CCOC
  KDM5B inhibitor: 12%
CCOC(=O)C(NC(=O)c1ccccc1)C(C)C (stereo unspecified)
  KDM5B inhibitor: -2%

4 consecutive entries out of the list so far, quoted:
CCCC(=O)Nc1ccccc1NC(=O)c1ccc(C(C)(C)C)cc1
  KDM5B inhibitor: 8%
CCc1ccccc1NC(=O)CSc1nc2c(oc3ccccc32)c(=O)n1-c1ccccc1
  KDM5B inhibitor: -9%
CN1CCOc2c(C(=O)NCCc3cnc[nH]3)cc(-c3ccc(N4CCOCC4)cc3)cc21
  KDM5B inhibitor: ?
COC(=O)c1cccc(C(=O)NCC2CCC2)c1
  KDM5B inhibitor: 15%

The main list resumes, starting 3 compounds before the break.
Cc1cccc(NCc2cc(C(C)(C)C)c(O)c(C(C)(C)C)c2)c1
  KDM5B inhibitor: ?
COCCNc1nc2c(c(=O)n(C)c(=O)n2C)n1CCOC
  KDM5B inhibitor: 12%
CCOC(=O)C(NC(=O)c1ccccc1)C(C)C (stereo unspecified)
  KDM5B inhibitor: -2%
O=C(Nc1ccc(Cl)cc1Cl)c1cc(S(=O)(=O)N2CCc3ccccc32)ccc1F
  KDM5B inhibitor: -10%
Cc1[nH]c2ccccc2c1C1c2ccccc2C(=O)N1CC(=O)N(C)C (stereo unspecified)
  KDM5B inhibitor: 6%
CS(=O)(=O)Nc1ccc(C2=NN(C(=O)CCC(=O)O)C(c3ccc(F)cc3)C2)cc1 (stereo unspecified)
  KDM5B inhibitor: ?
CN1CCC(NC[C@H]2O[C@H](Cc3cc(-c4ccccc4)on3)CC[C@@H]2O)CC1
  KDM5B inhibitor: 38%[activator][86.2 µM]
Cc1nn2c(NCCN(C)C)cc(C(C)(C)C)nc2c1-c1ccccc1
  KDM5B inhibitor: 15%
Cc1ccccc1OCC(=O)Nc1nnc(S(=O)(=O)N2CCCC2)s1
  KDM5B inhibitor: 3%
CCN(CC)C(=O)c1sc2c(c1C)c(=O)n(-c1ccc(Cl)c(Cl)c1)c(=O)n2Cc1cc(=O)n2c(C)cccc2n1
  KDM5B inhibitor: ?
Cc1ccc(N2CCN(C(=O)c3cc(C(F)(F)F)nn3C)CC2=O)cc1
  KDM5B inhibitor: 32%
COc1cc(OC)cc(-c2onc(C)c2C(=O)NCc2ccccc2)c1
  KDM5B inhibitor: ?
CCOc1ccc(OCC)c(-c2nc3ccc(-c4ccc(OC)c(OC)c4OC)cc3o2)c1
  KDM5B inhibitor: i
COCCOc1ncccc1-c1noc([C@@H]2CCCN2C2CCN(C(C)=O)CC2)n1
  KDM5B inhibitor: -2%[86.2 µM]
CC1CC1c1ccc(/C=C/C(=O)N(Cc2ccccc2)C2CC2)o1 (stereo unspecified)
  KDM5B inhibitor: ?
O=C(O)C1C2CCC(C2)C1C(=O)NCCCN1CCOCC1 (stereo unspecified)
  KDM5B inhibitor: -1%
O=C(c1ccccc1Cl)N1CCC(c2nn(-c3ccc(Cl)cc3)c(=O)[nH]2)CC1
  KDM5B inhibitor: -4%
c1ccc(-c2ccc3ncc(Nc4cnccn4)n3n2)cc1
  KDM5B inhibitor: ?

O=C(NCCC1CCN(C(=O)Nc2cccc(F)c2)CC1)c1cc(F)ccc1F
  KDM5B inhibitor: -24%
Cc1cccc(C(=O)OCc2cc(=O)n3ccsc3n2)c1
  KDM5B inhibitor: -3%
CC(NC(=O)Cn1nc(C(=O)O)c2ccccc2c1=O)c1ccc(Cl)cc1Cl (stereo unspecified)
  KDM5B inhibitor: 0%
CCN(CC)C(CNC(=O)Cc1ccccc1OC)c1ccsc1 (stereo unspecified)
  KDM5B inhibitor: 32%[activator]
Cc1ccc(N(CC(=O)N2CCN(c3ccc(Cl)cc3)CC2)S(=O)(=O)c2c(C)nn(C)c2C)cc1
  KDM5B inhibitor: 5%
CCn1c(C2CCCN(C(=O)c3sc(C(C)C)nc3C)C2)nn(C)c1=O (stereo unspecified)
  KDM5B inhibitor: 8%
O=C(Nc1cc(Cl)ccc1F)c1cccc2ccccc12
  KDM5B inhibitor: -5%
Cn1cccc1/C=C1\CCc2ccccc2C1=O
  KDM5B inhibitor: -23%
O=C(Oc1ccc2cc(-c3ccccc3)c(=O)oc2c1)c1ccco1
  KDM5B inhibitor: ?

Individual results from above:
CCn1c(C2CCCN(C(=O)c3sc(C(C)C)nc3C)C2)nn(C)c1=O (stereo unspecified) in KDM5B inhibitor reads 8%
O=C(Nc1cc(Cl)ccc1F)c1cccc2ccccc12 in KDM5B inhibitor reads -5%
Cn1cccc1/C=C1\CCc2ccccc2C1=O in KDM5B inhibitor reads -23%
Cc1cccc(C(=O)OCc2cc(=O)n3ccsc3n2)c1 in KDM5B inhibitor reads -3%

This is a subset. The share of hits here may be higher or lower than overall.
